ARFGAP1 inhibitor – inhibitors of rat ARFGAP1 GAP activity, primary screen, biochemical, fluorescence polarization, GDP tracer; ADP-ribosylation factor GTPase-activating protein 1 (Rattus norvegicus), Q62848; Arfgap1-stimulated ARF1 GTP hydrolysis, GDP FP detection; inhibition, % at 16.5 µM; hit rate 0.26% among 360,000;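 active means inhibition above a per-plate limit, mean inhibition of low control wells plus 3 SD, cut at about 25% in these data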;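 further: 0% = DMSO wells with enzyme and 100% = wells lacking Arfgap1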
Target sequence (Q62848 1-136 limits assumed): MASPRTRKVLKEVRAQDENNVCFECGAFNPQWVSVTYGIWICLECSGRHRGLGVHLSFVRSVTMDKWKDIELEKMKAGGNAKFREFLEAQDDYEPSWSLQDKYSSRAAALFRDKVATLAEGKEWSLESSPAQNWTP
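material = rat Arfgap1 catalytic domain, aa 1-136 | also added = human ARF1(Δ1-17)-GTP substrate | compound dosing = one concentration, 16.5 µM, DMSO 1.26% | times = GTP hydrolysis reaction 2 h at 25 °C | measured by = FP, GDP Alexa 633 tracer displaced from anti-GDP antibody, 620/688 nm | evaluation = percent inhibition of Arfgap1-stimulated GTP hydrolysis | replication = single well per compound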
PLC-beta3 inh – human PLC-beta3 inhibitors, primary screen, biochemical, fluorescence | 1-phosphatidylinositol 4,5-bisphosphate phosphodiesterase beta-3 (Homo sapiens), Q01970 | Purified PLC-beta3, fluorogenic substrate | inhibition, % at 12.2 µM | hit rate 0.18% among 370,000; in the data active means inhibition above about 11%;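 further: 0% = median of compound wells on plate and 100% = full blocker control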
KLK7 zymogen act – proKLK7 zymogen activators, primary screen, biochemical, fluorescence intensity; hit rate 0.9% among 370,000; AID 652039, 2013; activation, % at 7 µM; purified proKLK7, EDANS-DABCYL substrate fluorescence; 100% is mature enzyme control, 0% vehicle;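 active means activation above the mean of all tested compounds plus 3 SD, computed per campaign excluding outliers beyond control limits, cut at about 13% in these data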
Target sequence (P49862 whole entry, looked up): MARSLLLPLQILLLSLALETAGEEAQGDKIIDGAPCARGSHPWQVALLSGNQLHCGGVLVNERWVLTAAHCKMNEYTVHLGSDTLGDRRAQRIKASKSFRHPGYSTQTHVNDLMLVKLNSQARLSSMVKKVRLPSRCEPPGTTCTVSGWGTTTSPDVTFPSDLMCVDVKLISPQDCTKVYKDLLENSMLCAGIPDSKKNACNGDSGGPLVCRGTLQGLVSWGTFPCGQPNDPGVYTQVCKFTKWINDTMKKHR
Tn7 DDE FP – inhibitors of Tn7 peptide binding to fibrin DD(E), primary screen, biochemical, fluorescence polarization, human fibrin, Tn7 probe | Fibrinogen beta chain (Homo sapiens), P02675 | inhibition, % at 8.3 µM | hit rate 0.13% among 370,000 | FP displacement of FITC-Tn7 peptide from fibrin DD(E); 0% = median of compound wells per plate | AID 720508, 2013;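 active means inhibition above the mean of compounds falling within the control limits plus 3 SD of them, cut at about 14% in these data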;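 further: 0% = plate median of compound wells and 100% = 10 µM Aha-Tn7 peptide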
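system = human fibrin DD(E) protein | quantity = DD(E) 2 µM final | medium = Tris/NaCl/CaCl2 buffer, pH 7.8 | also added = labelled Tn7 tracer, 0.1 µM | compound dosing = single point at 8.3 µM | timing = compound with protein 10 min, then 3 h after probe, room temperature | signal = FP measurement | benchmarks = Aha-Tn7 high control | repeats = one replicate per compound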
ASAP1 GAP inh – inhibitors of human ASAP1 ArfGAP activity, primary screen, biochemical, fluorescence polarization; inhibition, % at 16.5 µM; hit rate 0.19% among 360,000; ASAP1-stimulated ARF1 GTP hydrolysis, GDP FP detection; Arf-GAP with SH3 domain, ANK repeat and PH domain-containing protein 1 (Homo sapiens), …; in the data active means inhibition above about 25%;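 further: 0% = vehicle with enzyme and substrate and 100% = no enzyme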
PLCg1 inh – PLC-gamma1 enzyme inhibitors, primary screen, biochemical, fluorescence, purified enzyme; inhibition, % at 12.2 µM; AID 720700, 2013; fluorogenic substrate; hit rate 0.84% among 370,000; in the data active means inhibition above about 9.5%
HGIII-sPLA2 inh – human group III sPLA2 inhibitors, primary screen, biochemical, QFRET, BODIPY PC-A2 liposome substrate; Group 3 secretory phospholipase A2 (Homo sapiens), Q9NZ20; QFRET BODIPY PC-A2 liposome hydrolysis, fluorescence; inhibition, % at 12.2 µM; hit rate 0.56% among 370,000;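 active means inhibition above mean plus 3 SD of compounds lying within the high and low control bounds, cut at about 19% in these data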;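 further: 0% = median of test compound wells and 100% = no enzyme DMSO wells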
Rev-erbA mod – modulators of Rev-erb alpha DNA binding, primary screen, biochemical, FITC-DNA, fluorescence polarization, uHTS; Nuclear receptor subfamily 1 group D member 1 (Homo sapiens), P20393; Rev-erbα–FITC-DNA binding, 90 min; activity, % at 10 µM; hit rate 0.79% among 370,000; AID 1259318, 2017;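 active means activity above about 14%, limit read from the data; passing the limit was not always enough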;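 further: 0% = DMSO wells with 35 nM protein and 100% = DMSO wells with 750 nM protein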
Target sequence (P20393 whole entry, looked up): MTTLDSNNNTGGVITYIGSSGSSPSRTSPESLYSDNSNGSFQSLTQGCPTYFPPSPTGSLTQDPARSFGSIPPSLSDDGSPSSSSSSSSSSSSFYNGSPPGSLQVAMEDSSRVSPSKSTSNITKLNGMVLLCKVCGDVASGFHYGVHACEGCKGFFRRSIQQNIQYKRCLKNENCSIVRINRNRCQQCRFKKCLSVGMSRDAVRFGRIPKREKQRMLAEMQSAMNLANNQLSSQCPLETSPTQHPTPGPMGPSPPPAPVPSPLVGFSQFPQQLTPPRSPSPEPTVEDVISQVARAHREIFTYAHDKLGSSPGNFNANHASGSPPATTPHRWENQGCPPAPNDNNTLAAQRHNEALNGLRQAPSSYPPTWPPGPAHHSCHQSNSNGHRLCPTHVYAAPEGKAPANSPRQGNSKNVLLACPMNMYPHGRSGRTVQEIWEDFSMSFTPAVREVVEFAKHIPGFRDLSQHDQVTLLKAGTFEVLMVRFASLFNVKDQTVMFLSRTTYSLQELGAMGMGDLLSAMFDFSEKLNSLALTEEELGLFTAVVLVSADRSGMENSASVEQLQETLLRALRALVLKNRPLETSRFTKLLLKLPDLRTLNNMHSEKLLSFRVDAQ
UHRF1 binding – UHRF1 methylated DNA binding inhibitors, primary screen, counter-screen for MBD2 inhibitor project, biochemical, TR-FRET, human UHRF1, single concentration; E3 ubiquitin-protein ligase UHRF1 (Homo sapiens), Q96T88; inhibition, % at 4.4 µM; UHRF1 binding to methylated oligo; hit rate 0.75% among 370,000; in the data active means inhibition above about 21%;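 further: UHRF1 SRA domain binding a hemimethylated CpG hairpin DNA probe; 0% = median of test compound wells and 100% = reference inhibitor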
DDE Tn6 FP inh – inhibitors of Tn6 peptide binding to fibrin DD(E), primary screen, biochemical, fluorescence polarization, human fibrin, Tn6 probe; AID 720509, 2013; inhibition, % at 8.3 µM; Fibrin DD(E) TRITC-Tn6 fluorescence polarization displacement; hit rate 0.21% among 370,000; Fibrinogen beta chain (Homo sapiens), P02675;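 active means inhibition above a per-campaign cutoff: mean of compounds within control limits plus 3 SD, cut at about 15% in these data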;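 further: 0% = median of all compound wells on the plate and 100% = blocking peptide control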
An asterisk follows results filed as active; i = inactive.

Sequence of screens: ARFGAP1 inhibitor	PLC-beta3 inh	KLK7 zymogen act	Tn7 DDE FP	ASAP1 GAP inh	PLCg1 inh	HGIII-sPLA2 inh	Rev-erbA mod	UHRF1 binding	DDE Tn6 FP inh
- CCN(CC)c1ccc(/C=N/Nc2nc(C)cc(C)n2)cc1
  -2	-14	-0.1	0	4	-1	7	-1	-1	0
- Cc1cc(NC(=O)Cn2nc(C)c([N+](=O)[O-])c2C)no1
  9	-11	0.7	-3	2	0	5	-3	6	-5
- COc1ccccc1CNC(=O)C1(C)CCN1Cc1ccc(OC(F)(F)F)cc1 (stereo not given)
  -3	6	-0.1	-3	-6	2	0	7	-3	-3
- CC(C)c1ccc(S(=O)(=O)N2CCN(C(=O)c3ccc(N4CCCC4)c([N+](=O)[O-])c3)CC2)cc1
  2	-4	0.2	-3	3	4	-4	9	-1	2
- COc1ccccc1CCCNC(=O)C1CCC(=O)N(CCc2cccc(F)c2)C1 (stereo not given)
  -4	-3	-0.2	0	14	1	-2	-1	-2	0
- CCOC(=O)c1ccc(NC(=O)CC2C(=O)OCCN2CC)cc1 (stereo not given)
  -8	-1	-0.7	7	-1	-3	-9	10	8	-2
- COc1cccc(C(=O)N2CCCC(CCC(=O)NCc3ccc(F)c(F)c3)C2)c1 (stereo not given)
  -6	-5	0.4	6	-2	-1	4	3	2	-8
- O=C(CCC1CCCN(c2ncccn2)C1)N1CCN(c2ccccn2)CC1 (stereo not given)
  9	-18	-0.6	-9	15	-5	2	-4	3	7
- CCN1CCN(c2cc(C)c3cc(NC(=O)c4ccc5c(c4)OCO5)ccc3n2)CC1
  15	-9	11	-2	7	-7	-10	3	0	0
- Cc1ncc([N+](=O)[O-])n1CCOC(=O)c1cc(Cl)cc(Cl)c1N
  6	-19	2.1	3	2	-14	-4	-4	3	-6
- CC1=C(C(=O)N2CCCCCC2)CC(CC(=O)NCCc2ccccn2)C(=O)N1Cc1ccccc1 (stereo not given)
  -2	2	-0.8	-2	10	3	5	3	4	3
- Oc1ccc(/C=N/NC(=S)NCc2ccco2)cc1
  11	2	-2.9	0	-4	1	-2	2	-1	2
- Cc1cc(C)c(S(=O)(=O)c2c(C)cccc2C)c(OCC(C)C)n1
  3	4	0.4	-4	4	1	-6	0	-2	7
- CC(C)(C)c1ccc(OCC(=O)O)cc1
  1	-4	0.5	-2	-9	-1	7	7	3	-11
- CC1CCCCC12NC(=O)N(CC(=O)OCc1ccccc1Cl)C2=O (stereo not given)
  -2	-4	0.3	-2	-16	1	0	-7	-2	-5
- CCC1CCCCN1CCCNC(=O)c1ccc(CS(=O)(=O)c2ccccc2OC)o1 (stereo not given)
  6	-4	-0.2	4	-12	2	6	-1	2	-2
- Cc1cccc(-c2nc(CN3CCN(Cc4cccc(F)c4)CC3)c(C)o2)c1
  -11	-2	0.6	2	-14	-1	-4	5	0	-5
- Cc1ccc(/C=C/C(=O)Nc2cccc(S(=O)(=O)N3CCOCC3)c2)o1
  -14	-21	-0.4	1	1	-18	-1	2	1	2
- Nc1nnc(SCc2ccc(F)cc2)n1-c1ccccc1
  -6	1	0.0	4	-10	2	3	-2	2	1
- Cn1c(CCN2CCCCC2)nc2cc(NC(=O)NC3CCCCC3)ccc21
  8	2	2.4	-2	14	1	2	-6	-1	-3

Next part
Sequence of screens: ARFGAP1 inhibitor	PLC-beta3 inh	KLK7 zymogen act	Tn7 DDE FP	ASAP1 GAP inh	PLCg1 inh	HGIII-sPLA2 inh	Rev-erbA mod	UHRF1 binding	DDE Tn6 FP inh
- CCNc1nc(SC(C)C(=O)OC)nc(N2CCOCC2)n1 (stereo not given)
  -1	-1	0.0	0	-21	0	4	4	6	1
- O=C(Nc1ccc(F)cc1)c1sc(Cl)nc1-c1ccccc1
  1	3	1.5	-10	0	3	3	10	1	2
- CN(CC(=O)Nc1ccccc1C(=O)NC1CC1)Cc1ccc(N(C)C)cc1
  -13	6	-0.5	18*	-6	1	1	3	1	40*
- Cc1oc2c(c(=O)c1C)C(=O)CC(c1ccccc1)C2 (stereo not given)
  -4	0	0.2	1	-10	0	-4	0	-2	1
- FC(F)Sc1nnc(-c2cccs2)n1-c1ccccc1
  -3	1	0.6	-5	8	1	2	4	2	5
- Cc1ccc(-c2nnc(Nc3ccc(C(N)=O)cc3)c3ccccc23)cc1S(=O)(=O)NCC1CCCO1 (stereo not given)
  0	-374	2.7	1	6	-335	-5	-3	1	-4
- Cc1nc(Nc2ccccc2)sc1-c1ccccc1
  18	-6	0.1	-5	13	-4	9	3	1	-5
- Cc1ccc(C(=O)N(CC(=O)NC2CCCC2)c2ccccc2F)s1
  8	4	0.3	9	8	6	8	-7	-1	8
- COCCCn1ccc(O)c(Cc2ccc(F)cc2)c1=O
  2	3	-0.1	1	4	1	8	-3	3	4
- CC(=O)Oc1ccc(-c2cc3ccccc3oc2=O)cc1
  3	-90	-4.2	-1	-1	-58	10	-7	1	-1
- O=C(c1cccs1)N1CCN(c2cccc(Cl)c2)CC1
  -14	-1	0.3	7	7	3	1	1	-2	6
- C=CCC[C@H](Cc1ccc(F)cc1)C(=O)OC[C@@H](Cc1c[nH]c2ccccc12)NC(=O)[C@H](CC=C)CC(=O)N(CCO)Cc1ccccc1
  5	5	0.3	-7	14	12*	-96	1	1	-5
- Cc1ccc(Cn2cccc(NC(=O)NC3CCCCC3)c2=O)cc1
  0	-2	-0.2	-2	18	-4	-2	-1	-2	3
- O=C(CN1CCN(c2ccccc2O)CC1)NC(c1ccccc1)c1ccccc1
  -16	-1	-0.2	-3	-5	-1	-12	3	0	-1
- Cc1ccc(NC(=O)CCC(=O)NNC(=O)c2ccccc2[N+](=O)[O-])c(C)c1
  3	2	0.2	9	-4	-2	-2	-4	0	4
- CC(=O)Nc1ccc(NC(=O)C(C)OC(=O)CN(C)S(=O)(=O)c2ccc(Cl)cc2)cc1 (stereo not given)
  8	0	-1.0	3	0	-3	-7	7	-1	-2
- COc1ccccc1OCC(=O)Nc1cc(C(F)(F)F)ccc1-n1cncn1
  5	-29	0.7	1	2	0	-5	-4	2	-9
- CN(CC(=O)Nc1ccccc1Br)C(=O)c1cccc(S(=O)(=O)NCc2ccccc2)c1
  -5	0	-0.3	5	-3	5	-5	6	2	-4
- COc1ccc(C2=NN(C(=O)CSc3nc4ccccc4s3)C(c3ccc(F)cc3)C2)cc1 (stereo not given)
  17	2	0.7	3	4	-3	-4	4	0	3
- O=C(CCc1ccc(Oc2cc([N+](=O)[O-])cc([N+](=O)[O-])c2)cc1)Nc1cccc(Cl)c1
  5	-14	-0.2	7	6	-12	-10	-4	-5	-8

Entries of single compounds, looked up by structure. Order of values: ARFGAP1 inhibitor	PLC-beta3 inh	KLK7 zymogen act	Tn7 DDE FP	ASAP1 GAP inh	PLCg1 inh	HGIII-sPLA2 inh	Rev-erbA mod	UHRF1 binding	DDE Tn6 FP inh
`COCCCn1ccc(O)c(Cc2ccc(F)cc2)c1=O` in the list: 2	3	-0.1	1	4	1	8	-3	3	4
`Cc1nc(Nc2ccccc2)sc1-c1ccccc1` in the list: 18	-6	0.1	-5	13	-4	9	3	1	-5

Remaining list, next part
Sequence of screens: ARFGAP1 inhibitor	PLC-beta3 inh	KLK7 zymogen act	Tn7 DDE FP	ASAP1 GAP inh	PLCg1 inh	HGIII-sPLA2 inh	Rev-erbA mod	UHRF1 binding	DDE Tn6 FP inh
- Cc1cc(NC(=O)CN(C)C)c([N+](=O)[O-])cc1C
  14	-6	0.0	-1	3	-1	1	-1	42*	-6
- CC(=O)c1ccc(N2C(=O)C3C4C=CC(CC4)C3C2=O)cc1 (stereo not given)
  -5	-3	-0.2	4	3	4	-3	-4	-2	2
- N#Cc1cccc(NC(=O)COC(=O)c2cccc(N3C(=O)c4ccccc4C3=O)c2)c1
  3	-5	-0.3	1	-17	-5	2	3	0	8
- O=C(Nc1ncccc1O)c1ccc(C(=O)c2ccccc2)cc1
  11	-13	0.2	6	12	0	-16	3	-3	1
- CCCCn1c(=O)[nH]c(=O)c2c1nc(-c1cc(Br)c(OCC)c(OC)c1)n2C
  -18	3	0.1	1	-12	2	5	11	-1	-4
- O=C(CCN1C(=O)C2CCCCC2C1=O)Nc1ccc(Br)cc1F (stereo not given)
  12	-5	-0.2	3	0	-2	2	2	-2	-5
- O=C(CSS(=O)(=O)O)N1CCN(C(=O)c2ccoc2)CC1
  15	-5	0.0	3	-8	-1	2	4	-5	-2
- CC(C)Oc1ccc(CC2CCC(=O)N(C)C2=O)cc1 (stereo not given)
  10	5	-0.2	2	1	1	21*	10	10	-6
- Cc1cccc(C(=O)NCC(=O)OCC(=O)N2CC3(C)CC2CC(C)(C)C3)c1 (stereo not given)
  4	2	-0.8	6	-3	-2	2	-4	1	3
- COc1cc(CNCc2ccccn2)ccc1OCc1ccc(Cl)c(Cl)c1
  1	-5	0.6	1	6	3	0	6	2	1
- O=C(COC(=O)c1n[nH]c2ccccc12)c1cc(F)ccc1F
  0	-4	-0.1	2	9	-1	-38	10	0	5
- Cc1ccc(C)c(NC(=O)C(OC(=O)c2ccc(C)s2)c2ccccc2)c1 (stereo not given)
  9	0	1.0	3	-13	1	1	-1	3	4
- N#Cc1ccc(CCc2ccccc2)[nH]c1=O
  -1	-25	2.2	5	3	-16	1	-1	-2	0
- CCCCN=C(C)C1=C(O)CSC1=O
  -15	0	-0.7	6	-7	-2	6	6	1	0
- Cc1ccc(NC(=O)C2CCN(S(=O)(=O)c3cccc4cccnc34)CC2)nc1
  -5	0	-0.1	6	10	3	7	-5	4	-8
- CCc1nnc(NC(=O)CCC(=O)N2CCC(Cc3ccccc3)CC2)s1
  6	-4	0.6	3	0	0	-1	2	0	8
- Nc1cccc2c1C(=O)N(C(=O)c1cccc(S(=O)(=O)N3CCCC3)c1)C2=O
  -1	i	32*	0	1	i	0	0	1	0
- COc1ccc(CNC(=O)C2CCC(=O)N(C3CCCCCC3)C2)c(OC)c1 (stereo not given)
  1	1	-0.8	2	7	-2	5	-5	0	-9

Screens as filed in PubChem.
